Compound activity deposited in PubChem by National Center for Advancing Translational Sciences (NCATS).
HCMV inh = human cytomegalovirus inhibition; HFF cells, HCMV-luciferase reporter, 72 h; active compounds read low; activity change, negative = inhibition, % at 57.5 µM; hit rate 4.5% among 410,000; AID 1259415; in the data active means activity change below about -60%; inconclusive means no clear call, values can overlap the other calls; inactive means above about -39%
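After 16 h attachment at 37C, HFF cells received test compound and HCMV-luciferase (1 PFU/cell); reporter luminescence read 72 h later, data normalized against buffer-only and known inhibitor Salinomycin.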
AmpC inh detg = inhibitors of E. coli AmpC beta-lactamase with detergent. hit rate 0.041% among 370,000. AmpC hydrolysis of nitrocefin, absorbance 480 nm, 0.01% Triton. Potency, µM (series often up to 114 µM), without a hit: top-dose activity change, negative = inhibition, actives largely listed as inhibitors. P00811;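 further: potency means the concentration at half of the fitted maximal effect; 0% = no-compound wells and -100% = no-enzyme wells; nearly all actives have a fitted effect of over 25% in size; some results filed as inactive show a strong effect at the top dose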
Target sequence (P00811 whole entry, looked up): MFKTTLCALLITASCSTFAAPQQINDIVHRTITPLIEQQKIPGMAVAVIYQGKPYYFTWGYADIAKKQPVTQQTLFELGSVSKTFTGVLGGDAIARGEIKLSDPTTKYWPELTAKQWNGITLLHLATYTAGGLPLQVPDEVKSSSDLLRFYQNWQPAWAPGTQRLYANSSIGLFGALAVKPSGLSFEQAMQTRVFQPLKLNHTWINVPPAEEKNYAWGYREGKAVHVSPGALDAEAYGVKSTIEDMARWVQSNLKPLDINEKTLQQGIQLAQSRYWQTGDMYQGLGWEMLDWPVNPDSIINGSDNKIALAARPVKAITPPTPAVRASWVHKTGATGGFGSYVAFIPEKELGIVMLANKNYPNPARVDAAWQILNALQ
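20 mM phosphate pH 7.0 + 0.01% (detergent screen) or 0.0001% Triton X-100; 5.3 nM AmpC reagent; cpd preinc 15 min RT; nitrocefin (800 uM stock) to start; A480 q20 s × 4 min; Activity was normalised to no-enzyme and no-compound control wells.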
Sm TGR block = inhibitors of Schistosoma mansoni thioredoxin glutathione reductase; Q962Y6; purified TGR, DTNB reduction, TNB absorbance 405 nm; Potency, µM (doses to about 114 µM), for inactives: at the highest dose activity change, negative = inhibition, usual class: inhibitors; hit rate 3% among 360,000; AID 485364; further: potency means the concentration at half of the fitted maximal effect; nearly all actives have a fitted effect of over 60% in size
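First, TGR (20 nM dispensed) and NADPH were mixed with compound. Second, a 15 min room-temperature incubation followed. Third, further NADPH and then DTNB were added to start the reaction. Finally, TNB absorbance was monitored kinetically.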
HCV inh = blocks hepatitis C virus; Huh7.5.1 HCVcc-Cre infection, luciferase reporter, 44 h; Potency, µM (highest dose often 41.8 µM), for the others: at the top dose activity change, negative = inhibition, usual class: inhibitors; hit rate 3.4% among 340,000; AID 651820; further: potency means the concentration at half of the fitted maximal effect
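Whole-lifecycle infectious HCVcc-Cre system; cells 1,000/well, compound then virus (~0.5 moi) added 4 h after plating, 44 h culture. Luciferase read 15 sec following 15 min substrate incubation, room temp.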
Giardia FBPA inh = Giardia lamblia aldolase inhibition | purified Giardia FBPA | A8B2U2 | Potency, µM (series often up to 59.6 µM), for inactives: at the highest dose activity, negative = inhibition, most hits filed as inhibitors | hit rate 0.71% among 290,000 | AID 2451; further: potency means the concentration at half of the fitted maximal effect; nearly all actives have a fitted effect of over 55% in size
Target sequence (A8B2U2 whole entry, looked up): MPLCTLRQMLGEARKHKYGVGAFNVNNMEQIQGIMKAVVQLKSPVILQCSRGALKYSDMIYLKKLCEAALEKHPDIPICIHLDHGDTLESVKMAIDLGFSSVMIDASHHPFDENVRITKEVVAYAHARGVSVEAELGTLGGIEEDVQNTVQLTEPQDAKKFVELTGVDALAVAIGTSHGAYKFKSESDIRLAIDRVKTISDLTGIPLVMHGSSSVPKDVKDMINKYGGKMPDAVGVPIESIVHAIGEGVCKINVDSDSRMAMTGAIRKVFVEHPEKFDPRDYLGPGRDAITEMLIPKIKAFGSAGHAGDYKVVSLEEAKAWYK
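Giardia FBPA (40 nM reagent) was preincubated 10 min at RT with compound (up to 57.5 uM final), then substrate plus GAPDH/TPI/NAD/arsenate coupling system with diaphorase/resazurin was added; resorufin fluorescence (525/598 nm) was read after 20 min.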
AmpC inh no detg = blocks E. coli AmpC beta-lactamase in detergent-free assay. P00811. AmpC nitrocefin hydrolysis, absorbance 480 nm, 0.0001% Triton. Potency, µM (titrated, usually from 57.1 µM), without a hit: at the highest dose activity change, negative = inhibition, usual class: inhibitors. hit rate 0.52% among 330,000;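 further: potency means the concentration at half of the fitted maximal effect; plate controls were no compound for no effect and no enzyme for full effect; nearly all actives have a fitted effect of over 20% in size; some results filed as inactive show a strong effect at the top dose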
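20 mM phosphate pH 7.0 + 0.01% (detergent screen) or 0.0001% Triton X-100; 5.3 nM AmpC reagent; cpd preinc 15 min RT; nitrocefin (800 uM stock) to start; A480 q20 s × 4 min; Activity was normalised to no-enzyme and no-compound control wells.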
Starred values were filed as active, the others as inactive; ? = inconclusive; nt = no result given; & = joins results of further samples; [ ] = remark or other dose. Unless noted, the call rests on the fitted dose curve; in most records, active means well fitted curve in the direction sought with a large enough effect; inconclusive means small, poorly fitted or top-dose-only effect, or another doubt; inactive means no such curve, though single readings can be large; an effect the other way counts as inactive or inconclusive. Unless noted, on the % scale 0 is the no-effect control and ±100 the full control effect.

SMILES | HCMV inh | AmpC inh detg | Sm TGR block | HCV inh | Giardia FBPA inh | AmpC inh no detg
CCN1CCN(CC(=O)Nc2cccc(C)c2C)C(=O)C1=O | 20.9 | -10.4% | 4.1% | -1.0% | 0.9% | 2.8%
Cc1ccc(C(=O)NNC(=O)c2ccc(SCC3CCCO3)c([N+](=O)[O-])c2)cc1 (stereo unspecified) | 9.5 | -13.4% | 0.6% | -12.2% | 17.6% | -28.9%
CCn1c(CSc2nc3ccccc3[nH]2)nc2cc(C(=O)O)ccc21 | 75.6 | -9.8% | -7.1% | 19.2% | ? | -8.0%
Cn1c(=O)c2c(nc(NCCc3ccccc3)n2Cc2ccc(F)cc2)n(C)c1=O | -23.7 | 0.6% | 5.8% | ? | -3.6% | 57.7%
O=C(N/N=C1\CCCc2ccccc21)c1cccc([N+](=O)[O-])c1 | 61.2 | ? | 9.7% | -29.2% | -1.7% | -32.1%
COc1ccc(S(=O)(=O)N2CCC3(CC2)OCCN3S(=O)(=O)c2ccccc2)cc1OC | -3.1 | 1.6% | -33.7% | -20.2% | nt | 51.6%
COC(=O)c1ccc(NC(=S)N2CCN(C)CC2)cc1 | -23.8 | ? | 0.5% | 9.2% | 1.6% | -8.1%
Cc1ccc(-c2csc(NC(=O)CCNC(=O)c3ccco3)n2)cc1 | -25.6 | 2.9% | -0.8% | -6.0% | -0.8% | -11.7%
COc1ccc([C@H]2CC(=O)C=C(c3ccc(C)cc3)C2)cc1 | 43.2 | 0.1% | 0.0% | ? | nt | -15.5%
Cc1ccc(C)c2[nH]c(=O)c(CCNC(=O)Cc3cccs3)cc12 | -7.0 | -14.7% | -0.4% | -6.6%[8.37 µM] | 2.7% | -5.8%
COc1ccc2[nH]c3c(=O)n(Cc4ccc(C(=O)N5CCC(C(N)=O)CC5)cc4)c(=S)[nH]c3c2c1 | -12.2 | -9.5% | -6.7% | -2.2% | -2.4% | 74.2%[activator]
Cc1nnc(NC(=O)C(C)Sc2nnc(-c3ccco3)n2C(C)C)s1 (stereo unspecified) | 6.3 | 2.3% | -31.5% | 8.4% | ? | 3.1%
Cc1cccc(N2CCN(C(=S)c3ccc([N+](=O)[O-])cc3)CC2)c1 | -62.7* | 6.2% | -2.0% | 10.0% | -1.3% | -21.0%
O=C(Oc1ccnc2cc(Cl)ccc12)N1CCCCCC1 | -100.6* | 0.2% | 7.5%[11.4 µM] | ? | -5.2% | 74.8%
CS(=O)(=O)c1ncc(Cl)c(C(=O)Nc2ccc3ccccc3c2)n1 | -98.0* | -3.2% | nt | 11.2µM* | 4.1% | -24.9%
CCOC(=O)c1cccc(N2C(=O)Nc3ccccc3N2O)c1 | 2.4 | -14.9% | 5.8% | 7.2% | 20.1% | -10.5%
O=C(CNC(=O)c1ccc2c(c1)OCO2)Nc1cccc(Br)c1 | 32.1 | -9.0% | -10.1% | -5.0% | nt | -7.9%
CCC(=O)NC(=S)Nc1ccc(NC(=O)c2ccccc2[N+](=O)[O-])cc1 | -34.0 | -13.1% | -26.9% | ? | -0.8% | -27.7%
COc1cc(S(=O)(=O)Nc2ccccc2)ccc1NC=O | 30.0 | -2.5% | -1.6% | -19.6% | -14.7% | -20.7%
CCOC(=O)N1CCN(C(=O)C2CCCN(c3ncnc4c3nc3n4CCCCC3)C2)CC1 (stereo unspecified) | ? | -2.0% | -1.1% | -3.0% | -1.8% | 77.7%[activator]
Cc1ccc2occ(/C=C/C(=O)O)c(=O)c2c1 | 33.1 | -8.6% | 36.3%[activator] | 6.5% | nt | -27.0%
COc1ccc(C(=O)C2CCCN(Cc3ccc4nonc4c3)C2)cc1F (stereo unspecified) | 19.3 | 4.0% | 12.9% | -21.7% | -8.2% | -5.9%
O=C(CCc1ccccc1)NCCC1=CCCCC1 | 60.0 | 1.7% | 1.4% | 4.0% | 5.3% | -13.8%
COc1cccc(C2C3=C(CCCC3=O)Nc3nc(-c4cc(OC)c(OC)c(OC)c4)nn32)c1 (stereo unspecified) | 49.6 | 1.7% | -30.5% | -29.1% | -5.7% | -3.1%
Cc1ccc(NCCC(=O)c2cccs2)cc1C | -0.6 | 0.3% | 0.0% | 18.1% | 0.8% | -34.5%
Cc1ccc(SCC(=O)N2c3ccccc3Sc3ccccc32)cc1 | -14.2 | 3.1% | ? | ? | -0.1% | -26.6%
CCCC1CC(C)(C(=O)Cn2[nH]c(=O)ccc2=O)OC1=O (stereo unspecified) | -37.4 | -3.4% | 8.0% | 7.6% | -3.0% | -7.0%
O=C(CC(C(=O)O)c1cccc(Cl)c1)c1ccccc1 (stereo unspecified) | 17.5 | -6.8% | 4.6% | 7.2% | -4.8% | -37.7%
CCCn1c(CCl)nc2cc(S(=O)(=O)N3CCOCC3)ccc21 | -0.3 | nt | nt | 8.6% | nt | -14.9%
Cc1cc(C(=O)N2CCN(C(c3ccccc3)c3ccccc3)CC2)no1 | -17.8 | -0.9% | -19.8% | ? | 1.2% | 83.5%[activator]
Cn1cccc1C(=O)OCC(=O)N1CCc2ccccc21 | 17.5 | nt | nt | 3.5% | nt | -14.5%
Cc1ccc(CNC(=O)CN(c2ccc(C)cc2)S(=O)(=O)c2c(C)nn(C)c2C)cc1 | -24.4&0.2 | -2.3%&-0.6% | -0.7%&-0.6% | ? | nt | 151.1%[activator]
COC(=O)c1scc(-c2ccccc2)c1S(=O)(=O)Nc1ccccc1 | -65.6* | 6.8% | 20.7% | nt | nt | nt
COC(=O)c1cc(NC(=O)C2(S(=O)(=O)c3ccc(C)cc3)CC2)cc(C(=O)OC)c1 | -13.0 | ? | -5.9% | 4.0% | 0.3% | 65.1%[activator]
Oc1cccc2c(-c3nn[nH]n3)ccnc12 | -23.4 | -5.8%&1.6% | -0.3%&-7.2% | nt | nt | -6.7%&-7.5%
N#Cc1c2ccc(OCC(=O)NCc3ccco3)cc2n2ccccc12 | -2.7 | 1.2% | -17.6% | ? | -22.2% | -10.4%
CC(/C=N/NC(=O)Cn1cnc2ccccc21)=C\c1ccccc1 | -70.0* | -12.2% | -0.9% | -5.2% | 1.1% | -11.3%
COc1ccc(OC)c2c1cc(C(=O)N[C@H](C(=O)N1CCC[C@H]1C(=O)O)C(C)C)n2C | 15.1 | ? | -7.3% | -17.1% | ? | -22.9%
O=C(CN1N=C(C(F)(F)F)CC1(O)c1ccc([N+](=O)[O-])cc1)c1ccccc1 (stereo unspecified) | 10.4 | -10.4% | -13.6% | -8.7% | 6.7% | -23.1%
O=C(OCc1c(-c2ccccc2)ncc2ccccc12)c1cccs1 | 1.3 | nt | nt | ? | nt | -26.7%
Cc1ccccc1-n1ccnc1SCC(=O)O | 24.2 | 5.4% | -26.6% | -2.8% | 6.0% | -3.5%
CN(CC(=O)N(C)CC(=O)Nc1c(Cl)cccc1Cl)Cc1ccccc1F | -23.0 | nt | nt | 9.7% | nt | -2.3%
COc1ccc(N/C=C(\C2OC(=O)c3ccccc32)[N+](=O)[O-])cc1 (stereo unspecified) | ? | -5.6% | -2.7% | -11.8% | -1.0% | -23.0%
COc1cccc(NC(C)C(=O)N2CC(C)OC(C)C2)c1 (stereo unspecified) | 5.5 | -3.7% | 11.2% | 13.4% | -4.7% | 36.1%
COc1ccc(C(=O)COC(=O)c2nc3nccc(C)n3n2)cc1F | -21.6 | -2.7% | -13.1% | 1.9% | nt | -13.5%

Among those listed so far, these contain a furan ring, fused or not:
SMILES | HCMV inh | AmpC inh detg | Sm TGR block | HCV inh | Giardia FBPA inh | AmpC inh no detg
Cc1ccc(-c2csc(NC(=O)CCNC(=O)c3ccco3)n2)cc1 | -25.6 | 2.9% | -0.8% | -6.0% | -0.8% | -11.7%
Cc1nnc(NC(=O)C(C)Sc2nnc(-c3ccco3)n2C(C)C)s1 (stereo unspecified) | 6.3 | 2.3% | -31.5% | 8.4% | ? | 3.1%
N#Cc1c2ccc(OCC(=O)NCc3ccco3)cc2n2ccccc12 | -2.7 | 1.2% | -17.6% | ? | -22.2% | -10.4%

Four of these compounds, reformatted:
Under each structure: HCMV inh	AmpC inh detg	Sm TGR block	HCV inh	Giardia FBPA inh	AmpC inh no detg
CC(/C=N/NC(=O)Cn1cnc2ccccc21)=C\c1ccccc1
→ -70.0*	-12.2%	-0.9%	-5.2%	1.1%	-11.3%
COc1ccc(OC)c2c1cc(C(=O)N[C@H](C(=O)N1CCC[C@H]1C(=O)O)C(C)C)n2C
→ 15.1	?	-7.3%	-17.1%	?	-22.9%
O=C(CN1N=C(C(F)(F)F)CC1(O)c1ccc([N+](=O)[O-])cc1)c1ccccc1 (stereo unspecified)
→ 10.4	-10.4%	-13.6%	-8.7%	6.7%	-23.1%
O=C(OCc1c(-c2ccccc2)ncc2ccccc12)c1cccs1
→ 1.3	nt	nt	?	nt	-26.7%

(continued)
SMILES | HCMV inh | AmpC inh detg | Sm TGR block | HCV inh | Giardia FBPA inh | AmpC inh no detg
CC(=O)NS(=O)(=O)c1cccnc1Nc1cccc(Cl)c1C | ? | -2.0% | -12.4% | 18.1% | -0.9% | -45.8%
Cc1ccc(NC(=O)C2Cc3ccccc3O/C2=N\O)cc1C (stereo unspecified) | 38.4 | -0.6% | -14.7% | ? | 3.4% | -28.0%
CCC(=O)NC(=S)Nc1ccccc1F | -8.0 | 1.2% | 2.3% | -20.4% | 11.0% | -1.6%
COc1ccc(OC(=O)c2cccc([N+](=O)[O-])c2)c(C(=O)/C=C/c2cccs2)c1 | 28.6 | -4.2% | 0.4% | 5.2% | -5.1% | -33.0%
CCC1(C)NC(C(=O)O)Cc2c1[nH]c1ccccc21 (stereo unspecified) | 81.7 | -11.9% | 35.5µM* | 14.2% | -1.2% | -16.3%
COc1ccc(N2CCN(C(=O)CN3CCN(C(c4ccccc4)c4ccccc4)CC3)CC2)cc1 | 0.1 | ? | -2.3% | ? | -15.1% | 165.9%[activator]
Cc1ccccc1CSc1nc2ccccc2c(=O)n1C | ? | -9.6% | -11.7% | 0.8% | nt | -44.4%
O=C(C1=C[C@@H](C2CC2)C[C@@H](OCc2ccc(CO)cc2)O1)N1CCOCC1 | ? | 3.1% | -3.8% | 15.2% | 4.5% | 13.8%
COc1ccc(NC(=O)COCc2cc(-c3cccs3)on2)cc1 | 7.6 | -9.0% | -13.0% | nt | nt | nt
O=C(Nc1ccc2c(c1)N(Cc1ccccc1)C(=O)c1ccccc1S2)NC1CC1 | -0.2 | 4.2% | 21.0% | 9.4% | 9.8% | -22.8%
O=C(CSc1nncn1-c1ccccc1F)NC1CC1 | 11.8 | nt | nt | 3.7% | nt | -3.8%
CCn1c(Cc2cccs2)nnc1SCC(=O)NC(C)(C)C | -11.9 | 5.3% | 4.5% | 1.6% | 4.4% | -11.8%
COCCNc1nc(-c2cc(C)n(CCc3ccc(OC)cc3)c2C)cs1 | 9.5 | ? | ? | -19.0% | ? | 22.1%
COc1ccc(CNC(=O)c2ccc3c(c2)N(Cc2ccccc2F)C(=O)c2ccccc2S3=O)cc1 (stereo unspecified) | 21.0 | -13.7% | -0.6% | nt | nt | nt
CCc1noc(C)c1C(=O)N1CCN(S(=O)(=O)c2ccc(Cl)cc2)CC1 | 0.0 | 5.1% | 2.5% | -3.9% | nt | -0.4%
